Screening results deposited in PubChem by several laboratories.
S1P4 ag: S1P4 receptor agonists, primary screen, cell-based. S1P4-expressing cell line, agonist reporter assay. Sphingosine 1-phosphate receptor 4 (Homo sapiens), O95977. actives 0.35% (n = 220,000). activation, % at 4.98 µM; in the data active = activation above about 11%;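 also: 0% = DMSO vehicle and 100% = reference agonist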
S1P4 antagonist: S1P4 receptor antagonists, primary screen, cell-based | Sphingosine 1-phosphate receptor 4 (Homo sapiens), O95977 | S1P4-expressing cells, antagonist mode, reporter read-out | inhibition, % at 4.98 µM | actives 0.26% (n = 220,000) | AID 1510, 2009; in the data active = inhibition above about 29%;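 also: 0% = wells stimulated with agonist and 100% = vehicle wells without agonist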
BaF3 tox: parental Ba/F3 cell viability inhibition, counter-screen for JAK2V617F inhibitor project, murine pro-B, CellTiter-Glo luminescence. inhibition, % at 5.6 µM. actives 1.1% (n = 220,000). CellTiter-Glo ATP luminescence;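 active = inhibition above a per-campaign cutoff, the mean inhibition of all tested compounds plus 3 SD, cut at about 27% in these data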;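 also: 0% = DMSO wells and 100% = JAK Inhibitor I control wells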
p47phox inh: p47phox/p22phox peptide binding inhibitors, primary screen, biochemical, uHTS, NADPH oxidase regulatory subunit | Neutrophil cytosol factor 1 (Homo sapiens), P14598 | fluorescence polarization, 2 h | actives 0.53% (n = 220,000) | inhibition, % at 24.7 µM | AID 1274, 2008;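 active = inhibition above about 30%, limit read from the data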;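 also: 0% = p47phox with labelled peptide and 100% = labelled peptide alone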
Target sequence (P14598 whole entry, looked up): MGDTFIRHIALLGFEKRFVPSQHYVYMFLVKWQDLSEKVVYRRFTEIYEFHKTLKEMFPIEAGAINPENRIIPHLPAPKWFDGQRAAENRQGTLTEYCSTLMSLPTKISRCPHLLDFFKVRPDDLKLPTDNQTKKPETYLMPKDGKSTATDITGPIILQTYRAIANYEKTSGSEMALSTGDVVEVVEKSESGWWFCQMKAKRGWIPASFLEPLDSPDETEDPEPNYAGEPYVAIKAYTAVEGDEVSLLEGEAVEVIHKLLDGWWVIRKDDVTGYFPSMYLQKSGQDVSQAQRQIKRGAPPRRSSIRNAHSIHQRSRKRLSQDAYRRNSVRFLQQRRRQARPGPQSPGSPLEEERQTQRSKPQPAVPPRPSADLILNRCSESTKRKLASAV
NPY1 pot ag: NPY-Y1 receptor potentiators or agonists, primary screen, cell-based; NPY-Y1 expressing cells, potentiator/agonist activation; activation, % at 3.6 µM; actives 0.37% (n = 220,000); in the data active = activation above about 33%, passing the limit was not always enough;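 also: cells stimulated with NPY at EC10 then isoproterenol at EC100; 0% = low agonist plus stimulus and 100% = saturating agonist plus stimulus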
Ba/F3 V617F tox: reduced viability of JAK2V617F-dependent Ba/F3 cells, primary screen, JAK2V617F inhibitor project, cell-based, Ba/F3 EpoR-JAK2V617F, luminescence. ATP luminescence. inhibition, % at 5.6 µM. actives 1.1% (n = 220,000). AID 1446, 2008;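 active = inhibition above the campaign mean plus 3 SD over all tested compounds, cut at about 24% in these data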;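 also: cytokine-independent growth of Ba/F3 cells driven by EpoR plus mutant JAK2; 0% = DMSO-treated cells and 100% = JAK inhibitor I control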
CHOP inhibitor: inhibitors of CHOP promoter induction, primary screen, cell-based, unfolded protein response, luciferase reporter; CHO-K1 CHOP-promoter luciferase, tunicamycin-induced, 15-18 h; inhibition, % at 10 µM; actives 3.8% (n = 220,000); AID 2732, 2010;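 active = compounds that reduced the stress-induced luciferase reporter signal by more than about 70% of percent inhibition, limit read from the data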;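 also: 0% = tunicamycin plus vehicle and 100% = wells without tunicamycin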
NPY-Y1 antag: NPY-Y1 receptor antagonists, primary screen, cell-based. actives 1% (n = 200,000). inhibition, % at 3.6 µM. HEK293-CNG Y1 cells, membrane potential fluorescence; NPY at EC95, then isoproterenol. AID 1040, 2008;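 active = inhibition above the campaign mean inhibition of all tested compounds plus 3 SD, cut at about 20% in these data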;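 also: 0% = DMSO wells given NPY plus isoproterenol and 100% = isoproterenol alone without NPY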
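System: HEK293 cells with Y1 receptor plus CNG channel / Probe or stimulus: NPY 25 nM then isoproterenol 1 µM plus Ro 20-1724 25 µM / Compound: one concentration, 3.6 µM, in 0.4% DMSO / Schedule: compound incubation 1 h at room temperature, readout 45 min post-stimulation / Measured by: membrane potential fluorescence / Read-out: % inhibition of NPY effect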
NPY2 pot ag: NPY-Y2 potentiators or agonists, primary screen, cell-based; Neuropeptide Y receptor type 2 (Homo sapiens), P49146; actives 0.45% (n = 220,000); cells expressing NPY-Y2, potentiator/agonist read-out; activation, % at 3.6 µM; AID 1359, 2008; in the data active = activation above about 27%;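 also: cells stimulated with NPY near EC25 plus isoproterenol at EC100; 0% = vehicle plus submaximal agonist and 100% = vehicle plus saturating agonist; some results beyond the cut were filed as inactive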
Target sequence (P49146 whole entry, looked up): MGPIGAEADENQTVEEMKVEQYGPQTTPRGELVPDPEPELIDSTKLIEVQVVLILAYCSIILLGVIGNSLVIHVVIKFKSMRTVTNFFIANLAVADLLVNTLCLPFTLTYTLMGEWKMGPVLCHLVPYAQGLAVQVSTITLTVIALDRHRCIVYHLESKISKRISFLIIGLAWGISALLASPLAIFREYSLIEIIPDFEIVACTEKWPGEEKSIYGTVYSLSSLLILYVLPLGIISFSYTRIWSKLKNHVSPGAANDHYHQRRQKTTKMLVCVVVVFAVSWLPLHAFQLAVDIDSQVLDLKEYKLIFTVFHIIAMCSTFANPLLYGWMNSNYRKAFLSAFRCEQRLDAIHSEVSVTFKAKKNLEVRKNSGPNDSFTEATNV
An asterisk follows results filed as active; . = no result given.

SMILES	S1P4 ag	S1P4 antagonist	BaF3 tox	p47phox inh	NPY1 pot ag	Ba/F3 V617F tox	CHOP inhibitor	NPY-Y1 antag	NPY2 pot ag
COC(=O)c1sc(-c2cccs2)cc1N	1.8	-3.4	4.7	-9.2	-8.8	-1.9	-5.5	.	-16.6
O=C(c1ccccc1-c1ccccc1)N1CCOCC1	1.8	-9.3	8.3	-3.2	-12.1	6.7	12.8	0.3	2.8
CCc1cccc(CC)c1NC(=O)c1ccc(-n2cncn2)nc1	0.7	-9.7	3.2	-10.7	5.4	-1.5	5.9	-4.5	9.8
CCC1CCCCN1c1nc(-c2ccncc2)nc2ccccc12 (centres undefined)	-4.0	-0.9	2.1	-8.0	-52.4	-0.9	99.4*	11.0	-24.5
O=C(Nc1ccc2nc3n(c(=O)c2c1)CCCCC3)c1ccccn1	-1.9	1.1	1.8	-1.9	5.0	-2.0	-0.2	-0.9	11.7
COc1ccc(N(CC(=O)Nc2cc(OC)ccc2OC)S(=O)(=O)c2c(C)nn(C)c2C)cc1	-2.3	-9.5	4.9	-12.5	2.5	-1.6	-3.3	1.5	3.4
CC(=O)N(c1ccccc1)c1nc(/C=C/C(=O)O)cs1	-0.8	-4.7	6.7	-7.5	2.9	0.8	16.9	3.7	-3.5
O=C(Nc1ccc(O)c(-c2nc3ccccc3o2)c1)C1(c2ccc(Br)cc2)CCCC1	0.8	4.7	1.5	-12.4	-12.5	-0.7	9.2	-4.0	-6.4
CCCCCCn1c(=O)c(C(=O)N/N=C/c2cccc(F)c2)c(O)c2ccccc21	-0.2	-14.7	9.0	-5.8	10.2	-2.5	105.1*	0.2	1.9
CSc1nnc2n(Cc3ccccc3)c(=O)c3c4c(sc3n12)COC(C(C)C)C4 (centres undefined)	1.7	-8.2	3.9	-3.9	-28.8	-3.0	66.2	-1.8	-4.5
COc1ccc(C(=O)NC(=S)Nc2ccc(CN3CCOCC3)cc2)cc1	1.8	2.7	3.0	-4.3	-17.2	2.1	-7.9	.	1.7
Cc1cc(C)n(CCN(C)Cc2nc(Cc3ccccc3F)no2)n1	-1.0	6.7	-1.9	-1.9	11.5	-3.0	-6.0	3.0	-6.6
CC(C)(C)CC(=O)NC(=S)NCc1ccco1	0.9	-2.9	6.6	-9.3	0.5	0.8	-28.7	-3.4	-13.5
Cc1ccc(-n2nnnc2-c2cnoc2-c2cccc(F)c2)cc1	-2.0	-22.4	5.6	-4.3	3.9	7.7	3.2	2.1	-1.6
NNC(=O)Cc1csc(-c2ccccc2)n1	-0.2	10.9	-1.3	-2.6	5.6	0.8	20.1	.	-17.6
COc1ccc(C2C(C#N)=C(N)Oc3n[nH]c(C)c32)cc1Cn1cc([N+](=O)[O-])cn1 (centres undefined)	-0.7	-4.0	1.4	10.7	-14.2	-0.9	13.1	-1.1	2.2
CC(C)Cn1c(N)cc(=O)n(C)c1=O	0.7	1.7	5.1	-7.3	-12.8	-0.8	-4.7	4.8	0.0
CC(=O)Nc1ccc(NC(=O)COc2ccc3c(c2)CCC3)cc1	-0.8	6.2	1.9	-7.6	-17.8	-2.4	-4.3	4.4	1.8
Nc1nnc(SCC(=O)c2ccc3ccccc3c2)s1	-0.1	-5.7	2.8	92.4*	0.5	-1.0	-2.0	-0.6	-14.4
N#CCn1cnc2sc(-c3ccccc3)cc2c1=O	1.4	-5.5	1.6	-12.5	0.1	-4.2	-5.9	5.2	2.8
COc1ccc(-c2nnc(SCC(N)=O)n2N)cc1	0.1	-4.5	1.4	-11.1	1.4	-1.8	15.3	-3.9	10.8
Cc1ccoc1C(=O)NCCCNC(=O)c1occc1C	0.8	-5.4	9.3	-9.5	5.7	-1.4	15.5	-2.9	8.1
CC(C)(C)NC(=O)Nc1ccc(Cn2cc(C(F)(F)F)ccc2=O)cc1	2.1	4.8	3.3	-14.0	11.0	-0.7	2.5	-1.3	3.5
O=C1CCCN1c1ccc(S(=O)(=O)Oc2cccc(Cl)c2)cc1[N+](=O)[O-]	2.4	-17.2	3.0	-8.7	17.0	2.2	16.5	-4.0	-6.7
CC(C)(C)c1cc(NC(=O)c2cccnc2)no1	-1.4	-5.4	1.6	-8.4	4.6	-1.4	13.5	-2.5	21.5

Other results.
SMILES	S1P4 ag	S1P4 antagonist	BaF3 tox	p47phox inh	NPY1 pot ag	Ba/F3 V617F tox	CHOP inhibitor	NPY-Y1 antag	NPY2 pot ag
CCOc1ccc(N2CC(C(=O)N/N=C/c3sccc3C)CC2=O)cc1 (centres undefined)	-0.2	-1.5	-2.7	-11.6	-44.2	-0.4	17.4	.	-41.1
Cc1cc(N2CCCC2)nc2ccc(NC(=S)NCCCOC(C)C)cc12	0.7	-7.5	6.5	25.1	17.8	-0.5	-0.4	2.1	-11.4
CCCn1c(C(C)NC(=O)c2ccccc2)n[nH]c1=S (centres undefined)	2.1	-2.3	8.1	-5.7	11.7	-1.4	3.2	.	0.6
O=C(CCC1COc2ccccc2O1)NCc1ccccc1 (centres undefined)	0.7	-21.5	3.5	8.1	25.3	-3.9	3.0	0.0	-14.4
CN(Cc1cccs1)S(=O)(=O)c1cccs1	3.2	-22.2	-0.7	-12.1	8.6	-2.8	18.9	-1.4	-3.3
COc1ccccc1C(=O)CSc1cccc[n+]1[O-]	1.0	0.2	5.3	-8.2	12.6	2.6	-12.0	-4.4	-0.2
CCNC(=S)N1CCN(CCN=CC2=C(O)CC(c3cccs3)CC2=O)CC1 (centres undefined)	-1.2	-2.2	6.6	-10.9	-0.9	3.6	32.6	0.1	-4.0
COc1ccc(CCC(C(O)C(F)(F)F)S(=O)c2ccccc2)cc1 (centres undefined)	0.6	-3.7	6.3	-10.1	-8.8	-1.6	31.2	3.2	0.8
CCOC(=O)c1c(-c2ccc(C)o2)csc1N	0.4	-13.8	7.2	-5.8	-3.6	3.0	36.7	11.5	12.3
COc1ccc(CCNC(=S)Nc2ccc(C(C)C)cc2)cc1	-0.2	11.7	0.1	-6.5	-23.6	-4.3	32.8	.	-20.2
COc1ccc(CCNC2=C(Cl)C(=O)N(CCc3ccccc3)C2=O)cc1OC	0.2	8.1	9.7	-11.3	10.5	1.8	41.0	-2.6	-8.6
CC1CC(C)(C)NC(=S)N1CCCC(=O)NCCc1ccc(Cl)cc1 (centres undefined)	5.8	-1.3	5.0	-0.5	-13.3	0.2	3.3	2.5	-8.1
COc1nc(OCCNC(=O)Nc2ccccc2)nc(N(C)C)n1	-1.4	5.5	7.8	-13.1	-11.9	4.4	30.3	-3.9	0.2
CCCNC(=O)c1cc(-c2ccc(OC)cc2)on1	-0.7	0.4	3.8	5.3	-4.4	-2.6	-7.2	-1.4	0.9
CCOc1cc(C2C(C(C)=O)=C(O)C(=O)N2CCc2c[nH]c3ccccc23)ccc1O (centres undefined)	-0.4	5.1	1.7	-4.4	0.0	-1.4	-0.3	5.5	-2.9
COCCn1c(C)cc(C(=O)COc2nc3ccccc3nc2C)c1C	1.4	-19.7	5.5	-10.9	32.6	19.8	32.3	-1.5	3.4
CC(NS(=O)(=O)c1ccc(CCC(=O)NCc2ccco2)cc1)c1ccccc1 (centres undefined)	1.5	-9.4	-1.1	-9.9	4.4	-4.0	4.6	5.0	0.5
CCC(=NCCc1ccc(OC)c(OC)c1)C1=C(O)CC(C)(C)CC1=O	1.5	0.1	-1.1	-9.8	2.5	-2.7	-18.0	4.3	8.9
C/C(=N\NC(=O)CC#N)c1cc2ccccc2oc1=O	3.0	-7.9	5.3	-10.2	-23.1	-1.6	-2.0	0.8	0.0
C=CCN(CC=C)C(=O)c1cc2ccccc2c(=O)o1	0.1	-17.1	1.0	3.9	-0.7	1.9	15.3	0.5	10.0
O=C(Nc1ccccc1-c1ccccc1)c1ccc(Cl)c([N+](=O)[O-])c1	-1.0	-9.7	8.9	0.1	71.4*	2.5	-14.6	-9.4	29.1*
Cc1nn(Cc2cccc(C(=O)NCC(C)C)c2)c(C)c1Br	-3.4	-15.6	3.3	1.5	1.0	0.4	34.6	-0.4	-3.9
O=C(NCc1ccco1)c1ccc2c(c1)C(=O)N(Cc1ccccc1)C2=O	-0.6	-16.4	3.9	-4.0	12.7	2.7	48.4	2.9	3.9
COc1ccccc1CN1CCNC(=O)C1CC(=O)NCCC1=CCCCC1 (centres undefined)	2.5	4.7	5.5	0.8	-2.4	0.1	17.2	-3.8	-11.7
O=C(NC1CC2CCC(C1)N2Cc1nnnn1Cc1ccco1)NC12CC3CC(CC(C3)C1)C2 (centres undefined)	-0.2	-4.5	3.7	4.2	1.8	-5.4	35.2	-7.6	8.5

(continued)
SMILES	S1P4 ag	S1P4 antagonist	BaF3 tox	p47phox inh	NPY1 pot ag	Ba/F3 V617F tox	CHOP inhibitor	NPY-Y1 antag	NPY2 pot ag
CCN(CC(O)COc1ccc(OCC(O)CN(CC)C2CCCCC2)cc1)C1CCCCC1 (centres undefined)	0.6	-14.8	10.7	-15.8	-53.0	1.2	-7.7	21.5*	-10.7
O=C(CSc1ccc([N+](=O)[O-])cn1)Nc1ccc(N2CCOCC2)cc1	0.9	15.3	10.4	2.8	21.2	-2.1	-14.0	7.2	-9.8
CCCn1nnnc1NC(=O)COc1ccc(Br)cc1	-0.1	-19.7	1.2	-2.7	-11.6	1.8	3.8	11.1	-20.8
c1ccc2nc3ccccc3nc2c1	-4.6	-7.2	4.6	-16.8	-17.7	-0.2	18.9	-0.9	3.7
COc1ccc(C(=O)Nc2ccc3c(c2)nc(CN2CCCC2)n3C)cc1	-1.5	-2.4	11.0	-0.9	-6.0	3.5	-8.1	1.4	-26.5
O=C(Cc1ccc(Cl)c(Cl)c1)Nc1cccc(S(=O)(=O)N2CCOCC2)c1	1.2	-6.2	5.4	-13.2	10.5	-0.7	7.1	1.6	5.2
CC(=O)c1ccc(OCC(O)CN2C(C)CCCC2C)cc1 (centres undefined)	0.8	5.8	3.0	0.3	1.4	0.4	26.8	4.2	7.3
Cc1cc(NC(=O)CSc2ncccn2)no1	0.5	-0.5	3.7	12.3	-2.4	3.1	-3.6	-2.4	9.6
CCCn1nnnc1-c1cccc(Cl)c1	-0.5	-4.5	1.5	-7.1	-0.7	-0.1	9.5	-2.0	-0.5
COC(=O)Oc1ccc(/C=C/C(=O)OC(C)C)cc1OC(=O)OC	1.2	-0.1	34.7*	-11.0	33.7	70.7*	0.6	-0.1	22.1
CCNC(=S)Nc1ccc(Oc2ccccc2)cc1	-1.4	-5.3	-0.4	.	3.6	1.1	.	2.3	9.8

Taken from above.
Value for CCNC(=S)Nc1ccc(Oc2ccccc2)cc1 under S1P4 antagonist: -5.3
Value for COc1ccc(C(=O)Nc2ccc3c(c2)nc(CN2CCCC2)n3C)cc1 under S1P4 antagonist: -2.4
